Source: PubChem BioAssay (NCI)
All columns: NCI-60 one-dose screen, growth in % after 48 h at 10 µM unless noted; 100 = growth as untreated, 0 = no growth, -100 = all killed.
OVCAR-5 – OVCAR-5 ovarian cancer | hit rate 2.9% among 82,000 | AID 1794783
SK-OV-3 – SK-OV-3 ovarian cancer cells | hit rate 3.2% among 80,000 | AID 1794785
UO-31 – UO-31 renal cancer. AID 1794768. hit rate 5.2% among 81,000
786-0 – 786-0 renal cancer cells. AID 1794775. hit rate 5.1% among 81,000
OVCAR-4 – OVCAR-4 ovarian cancer cells; hit rate 3.7% among 80,000
IGROV1 – IGROV1 ovarian cancer; AID 1794786; hit rate 4.7% among 79,000
SN12C – SN12C renal cancer cells; hit rate 3.8% among 81,000
TK-10 – TK-10 renal cancer cells | hit rate 3.9% among 81,000
Starred values were filed as active, the others as inactive; · = not tested or not shown. The calls were made as follows: active = growth percent below 10; inactive = the rest.

SMILES	OVCAR-5	SK-OV-3	UO-31	786-0	OVCAR-4	IGROV1	SN12C	TK-10
O=C(CSc1nc2ccc([N+](=O)[O-])cc2[nH]1)Nc1ccc([N+](=O)[O-])cc1	63.3	27.0	9.4*	24.1	1.4*	37.7	9.0*	31.8
Nc1c(Cl)cc(Cl)cc1C(=O)O	100.6	98.0	·	·	73.6	116.0	92.6	99.0
C=C1CC[C@@H]2[C@@](C)(CCC[C@]2(C)C(=O)O)[C@@H]1CC[C@H](CO)CCO	107.8	102.5	79.5	99.3	99.0	99.0	103.5	99.4
CCOC(=O)C(C(=O)OCC)C(=O)c1cccc2c1ccc1ccccc12	112.1	117.0	88.6	99.3	110.7	122.1	117.7	124.4
CC(/C=C/c1ccc(Br)cc1)=N\OCC(=O)Nc1ccc(Cl)cc1	89.1	96.9	56.1	100.6	93.9	74.3	97.0	143.7
O=C(Cn1cc(CN2C(=O)c3ccc([N+](=O)[O-])cc3C2=O)nn1)Nc1ccc([N+](=O)[O-])cc1	103.0	93.8	93.9	106.0	109.8	108.8	95.3	104.3
CNCCCCc1ccc([N+](=O)[O-])cc1	95.5	94.7	71.4	99.5	95.4	108.5	98.6	107.2
O=C1NC(=O)C(Cn2c(-c3ccccc3)nc3ccccc32)N1 (stereo not given)	100.8	97.4	85.0	102.2	99.3	97.6	101.6	124.5
CN(C)CC1CCCC(CN(C)C)C1O (stereo not given)	112.5	112.8	83.7	101.1	107.6	102.1	109.7	103.2
Cn1cc(-c2noc(-c3cn(C)c4ncc(Br)cc34)n2)c2ccccc21	88.6	81.9	87.7	78.2	78.7	91.6	95.2	107.4
CCOC(=O)c1cc(-c2ccc(OC)cc2)nc2ccccc12	87.4	108.8	77.2	91.4	98.4	86.3	97.3	81.9
NC(=NCCCC1(c2ccccc2)CCCC1)Nc1ccc(Cl)cc1	59.8	89.0	58.5	65.5	41.3	38.9	·	71.1
COc1cc(/C=C/C(=O)/C=C/c2ccc(-n3ccnc3C)cc2)ccc1O	100.7	86.1	4.3*	97.2	·	-37.5*	91.4	88.0
Cc1ccc(S(=O)(=O)Oc2ccc(NC(=O)C3CCCCCC3)cc2)cc1	102.1	104.8	95.1	87.2	89.1	118.3	99.1	107.4
CC(=O)Nc1ccc(-c2cc3c(NCc4ccccc4)ncnc3s2)cc1	80.4	99.9	59.9	76.3	90.8	54.0	86.0	80.0
C=C1CCC2C(C)(CO)C(O)CCC2(C)C1C/C=C1/C(=O)OCC1Oc1ccccc1OC (stereo not given)	102.1	118.5	87.1	103.3	68.8	84.0	82.9	147.3
O=C(CSc1nc2c(c(=O)[nH]1)CCCC2)NNC(=O)c1ccccc1Cl	112.5	110.6	88.9	107.4	102.6	115.8	105.2	112.1
N#Cc1cnn(C(=O)c2ccccc2Br)c1NC(=O)c1cc(Cl)ccc1Cl	96.1	96.0	89.1	98.0	97.7	108.1	104.0	101.2
Cc1cccc(NC(=O)[C@@H]2c3ccccc3C(=O)N(c3ccccc3)[C@H]2c2ccccc2)n1	99.6	51.4	70.8	82.6	99.0	74.4	92.1	76.0
COc1ccc2oc(=O)cc(C(c3ccc[nH]3)c3ccc[nH]3)c2c1	34.8	7.2*	16.9	17.2	38.8	25.5	·	26.4
Nc1ccn(C2O[C@H](CO)[C@@H](O)[C@H]2O)c(=O)n1 (stereo not given in full)	104.1	90.2	100.4	95.2	72.3	82.9	54.9	124.5
CCCCCC/C=C\C(=O)O	123.2	103.2	93.2	96.6	112.1	100.5	106.9	100.2
O=C(c1cccc(F)c1)n1ccc2cc(NC(=S)Nc3ccc([N+](=O)[O-])cc3)ccc21	103.2	92.4	73.5	100.3	91.1	96.7	97.1	141.4
Cc1cc2c(-c3nc4cc(O)ccc4[nH]3)c(O)c(O)cc2c(O)c1-c1c(C)cc2c(-c3nc4ccc(O)cc4[nH]3)c(O)c(O)cc2c1O	98.2	99.0	81.4	97.2	94.8	111.2	92.8	115.2
C(=Nc1ccc2c(c1)Cc1ccccc1-2)c1ccc2ccccc2n1	125.4	109.3	70.8	99.6	99.0	113.2	90.5	102.4

Among those listed so far, four have an aryl methoxy group:
SMILES	OVCAR-5	SK-OV-3	UO-31	786-0	OVCAR-4	IGROV1	SN12C	TK-10
CCOC(=O)c1cc(-c2ccc(OC)cc2)nc2ccccc12	87.4	108.8	77.2	91.4	98.4	86.3	97.3	81.9
COc1cc(/C=C/C(=O)/C=C/c2ccc(-n3ccnc3C)cc2)ccc1O	100.7	86.1	4.3*	97.2	·	-37.5*	91.4	88.0
C=C1CCC2C(C)(CO)C(O)CCC2(C)C1C/C=C1/C(=O)OCC1Oc1ccccc1OC (stereo not given)	102.1	118.5	87.1	103.3	68.8	84.0	82.9	147.3
COc1ccc2oc(=O)cc(C(c3ccc[nH]3)c3ccc[nH]3)c2c1	34.8	7.2*	16.9	17.2	38.8	25.5	·	26.4

Next part:
SMILES	OVCAR-5	SK-OV-3	UO-31	786-0	OVCAR-4	IGROV1	SN12C	TK-10
CC1=NN(c2nc(-c3ccccc3)c(C#N)c(=O)n2C)C(=O)C1N=Nc1ccc(S(N)(=O)=O)cc1 (stereo not given)	105.9	102.2	86.3	109.7	87.3	94.4	98.5	117.0
CC(=O)Nc1cc(C)ccc1O	115.1	100.2	82.7	99.4	98.7	108.4	108.0	105.0
COc1ccc(S(=O)(=O)n2cc(C3OC(c4cc(OC)c(OC)c(OC)c4)=NN3C(C)=O)c3cccnc32)cc1 (stereo not given)	92.9	99.1	71.3	92.2	89.0	93.2	94.9	112.9
O=c1oc2ccccc2cc1-c1csc(N=Nc2c(O)n(Cc3ccccc3)c3ccccc23)n1	101.2	101.6	94.4	13.5	97.5	83.8	94.4	103.2
CC1=CC(=O)C2=C(C)CC(OS(C)(=O)=O)[C@@H]3[C@H](OC(=O)[C@@H]3C)[C@@H]12 (stereo not given in full)	101.2	105.0	89.4	100.0	103.1	102.8	105.0	99.8
COc1ccc2cc(C#Cc3ccc(-n4c(/C=C/c5cc(C)c(O)c(C)c5)nc5ccccc5c4=O)c(C)c3)ccc2c1	128.6	107.8	78.1	107.3	106.4	118.5	108.2	107.1
COC(=O)/C=C/C(=O)OC	109.7	114.3	101.6	93.5	117.0	118.3	106.5	112.0
C#CCN(Cc1ccccc1OC)Cc1ccccc1S(=O)c1ccccc1 (stereo not given)	95.4	98.6	65.7	77.1	67.5	77.6	86.3	85.3
Cc1cc(C)c(OC2=C(c3c(C)cc(C)cc3C)C(=O)c3ccccc32)c(C)c1	91.1	99.8	81.2	93.4	92.6	108.6	90.6	104.2
Cc1ccc2oc(=O)cc(CSc3nnc(-c4ccc(F)cc4)o3)c2c1	90.1	96.3	87.9	93.3	106.1	95.0	·	89.9
Cc1nc2sc(C(=O)Nc3cccc4ccccc34)c(N)c2cc1C(=O)/C=C/c1ccccc1	13.6	27.1	-82.6*	-55.5*	34.6	4.1*	-44.3*	4.4*
COc1ccc(N2C(=O)c3ccccc3[C@@H](C(=O)Nc3cccc(C)n3)[C@@H]2c2ccccc2)cc1	97.4	96.9	68.8	95.7	90.4	96.6	96.0	87.6
N#Cc1cc(-c2ccnc(Nc3ccc(NC(=O)CCl)cc3)n2)ccc1N1CCCC1	-9.2*	-48.6*	-71.9*	-14.6*	-20.8*	-1.3*	-39.4*	9.2*
COc1cc(C=O)ccc1OCCOc1ccc(/C=N/NC(=O)Cn2c(C(C)C)nc3ccccc32)cc1OC	101.6	109.2	83.9	96.8	102.0	101.0	105.6	105.8
C/C(=N\Nc1nc(C)cs1)c1cc2ccccc2o1	102.8	105.2	55.4	103.7	94.2	75.8	91.8	133.7
COc1ccc(S)c(C(=O)O)c1	99.3	114.0	·	108.8	109.8	105.2	94.8	105.6
Cc1ccnc2c1ccc1c(C)ccnc12	48.8	3.6*	-4.1*	6.3*	24.1	23.8	15.6	25.7
COC(=O)c1ccccc1N=CCC(C)CCCC(C)(C)O (stereo not given)	85.2	101.7	81.0	91.3	88.6	102.7	97.0	·
O=C(N=Nc1c(O)[nH]c2ccccc12)Nc1ccc(Cl)cc1	86.0	96.5	69.2	97.8	98.2	80.2	97.1	100.6
OCc1nnn(-c2ccccc2)c1CO	111.6	128.6	89.4	105.3	99.2	107.8	101.8	120.7
O=c1[nH]c2c(c(=O)[nH]1)CCCCCC2	89.3	112.3	88.5	107.2	104.1	106.2	100.0	111.9
C/C(=C\CCc1ccoc1)CC/C=C(\C)CCCC1COC(=O)C1 (stereo not given)	100.5	100.6	78.8	101.4	87.6	96.1	94.8	113.8
CSc1nn(-c2ccccc2)c2ncnc(Nc3ccc(Cl)cc3)c12	103.1	81.1	88.5	105.2	70.2	92.4	96.0	105.3
N/C(=N\c1nc2ccccc2s1)NC(=O)Nc1c(Cl)cccc1Cl	49.3	65.2	47.6	52.5	56.7	49.4	30.4	93.8
CN(c1cc2ncc(=O)[nH]c2cc1NC(N)=NCc1ccc(Cl)cc1)C1CCCCC1	73.2	84.7	91.0	68.5	72.7	61.6	67.9	85.2

Among those listed so far, these have bromine.
SMILES	OVCAR-5	SK-OV-3	UO-31	786-0	OVCAR-4	IGROV1	SN12C	TK-10
CC(/C=C/c1ccc(Br)cc1)=N\OCC(=O)Nc1ccc(Cl)cc1	89.1	96.9	56.1	100.6	93.9	74.3	97.0	143.7
Cn1cc(-c2noc(-c3cn(C)c4ncc(Br)cc34)n2)c2ccccc21	88.6	81.9	87.7	78.2	78.7	91.6	95.2	107.4
N#Cc1cnn(C(=O)c2ccccc2Br)c1NC(=O)c1cc(Cl)ccc1Cl	96.1	96.0	89.1	98.0	97.7	108.1	104.0	101.2

Next part:
SMILES	OVCAR-5	SK-OV-3	UO-31	786-0	OVCAR-4	IGROV1	SN12C	TK-10
CCCCNc1nc(SC)nc(-c2cccc([N+](=O)[O-])c2)c1C#N	95.6	102.7	86.8	99.6	99.7	99.4	100.6	139.8
CC1(C)C/C(=C\c2cc(O)ccc2[N+](=O)[O-])C(=O)c2ccccc21	102.7	105.8	69.7	95.2	80.8	99.9	87.9	114.0
CCCCC1CCc2cccc3c(SCC(=O)N(C)c4cccc(Br)c4)cc[n+]1c23 (stereo not given)	111.4	·	101.3	109.1	111.7	115.5	107.4	113.0
Cc1ccc(-c2csc3c2c(=O)[nH]c2nnnn23)cc1	112.1	104.0	79.6	99.3	107.9	99.3	98.2	111.5
CCOC(=O)NCn1c(=O)[nH]c2ccccc2c1=O	94.7	90.0	78.0	83.4	88.7	91.9	85.2	93.1
C=CCn1c(SCC(=O)Nc2ccc(Cl)cc2)nnc1-c1cc(-c2ccc(S(C)(=O)=O)cc2)nc2ccccc12	83.7	61.1	31.2	66.7	64.2	52.0	59.6	69.5
CN1CCc2c(sc3ncnc(N/N=C/c4ccc(Cl)cc4)c23)C1	101.2	108.9	78.8	99.3	102.4	89.4	99.3	·
O=C1OC(c2ccc(Cl)c(Cl)c2)=C/C1=C/c1cccc([N+](=O)[O-])c1	96.1	96.5	68.0	105.1	115.8	81.8	93.0	178.9
CCOC(=O)CSc1nc2sc3c(c2c(=O)n1-c1ccc([N+](=O)[O-])cc1)CCCCC3	72.2	68.3	71.4	71.3	31.0	68.7	84.3	84.7
O=C1c2cccc3c(-c4ccc5ncn(C6CCCCC6)c5c4)ccc(c23)C(=O)N1CCN1CCOCC1	89.6	82.5	38.8	73.3	66.2	78.8	63.2	80.9
CCCCCCCCCCCCCCCCCCOc1ccccc1CC(=O)NCC[N+]1(C)CCOCC1	26.3	81.2	77.3	2.4*	71.7	-67.2*	40.5	7.7*
C/C(=N\O)C(=O)NCCCCCCCC(=O)Nc1ccccc1	108.4	108.1	84.7	97.4	102.5	111.0	98.8	89.7
CC(C)(C)OC(=O)N1C(=O)c2c(c3c4ccccc4[nH]c3c3ccc4ccccc4c23)C1=O	63.8	45.7	40.4	77.1	77.4	52.7	52.6	36.8
O=C(CCC(=O)Nc1ccc(S(=O)(=O)N2CCOCC2)cc1)NCc1ccccc1	90.4	113.1	99.9	112.8	105.3	121.7	111.5	122.7
CN(C)c1ccc(/C=N\Nc2cc(=O)[nH]c3ccccc23)cc1	96.6	85.0	65.5	107.7	115.5	79.6	93.4	122.5
CCOC(=O)c1c(Nc2ccccc2)nn(C)c1N	102.2	93.6	85.5	99.4	100.9	103.5	101.0	107.3
Cc1ccc(C2CC2Cc2ccc(F)cc2)cc1 (stereo not given)	107.2	109.0	96.5	97.5	104.5	103.9	99.5	100.4
CN(C)c1ccc(/C=c2\s/c(=C\C(=O)C(C)(C)C)[nH]c2=O)cc1	99.7	100.0	92.5	93.2	85.3	88.5	99.0	·
O=C(CN1CCN(c2cc(=O)[nH]c3ccc(F)cc23)CC1)Nc1ccc([N+](=O)[O-])cc1	95.9	105.5	66.0	91.6	79.7	79.8	83.8	98.7
CCC(C)(C)OC(=O)c1ccc([N+](=O)[O-])cc1	99.5	108.0	95.7	107.6	·	97.8	118.1	106.1
COc1cccc(-c2nc3sccn3c2-c2ccnc(NCCCNS(=O)(=O)c3ccccc3)n2)c1	127.7	73.0	29.5	62.6	55.7	55.3	55.0	82.0
CC(C)(C)c1cc(NCc2cccnc2)n(-c2ccccc2)n1	105.0	100.5	94.7	100.1	104.5	146.3	95.0	116.1
N=c1nc(N)nc(N)n1-c1ccc(S(=O)(=O)O)cc1	91.1	105.1	70.4	96.8	·	72.0	89.5	104.0
c1nc(N2CCCCC2)c2[nH]ccc2n1	109.1	113.3	89.6	95.5	107.4	106.9	106.0	97.0
COc1ccc(Nc2nc3n(c(=O)c2C#N)-c2ccccc2Sc2ccccc2-3)cc1	116.9	100.6	52.3	90.0	75.2	84.9	80.9	111.0
Nc1ccn(C2C=CC(CO)O2)c(=O)n1 (stereo not given)	109.7	106.3	89.4	99.9	113.5	106.4	95.0	121.4
